Screens from PubChem BioAssay.
H9c2 TAG inh – inhibitors of triacylglycerol accumulation | H9c2 cells, Nile Red lipid (TAG) fluorescence; cells loaded with 200 µM oleic acid | inhibition, % at 12.5 µM | actives 0.66% (n = 230,000) | AID 651582;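 active = pattern-corrected inhibition of lipid staining of at least 50% with the nuclear-stain viability signal not falling by more than 50%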;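 also: 0% = DMSO wells and 100% = triacsin C control wells; some results filed as inactive read as strong as hits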
H9c2 TAG inh DAPI viability – also measured in H9c2 TAG inh; calls as there; DAPI nuclei signal change (viability), lower = more cytotoxic, %;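 whole-well DAPI fluorescence read on a plate reader as a viability signal; minus 50 percent equals half of cells still viable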
The depositor's hits bear a star; & = joins results of further samples.

mol | H9c2 TAG inh | H9c2 TAG inh DAPI viability
CC(C)n1cc(NC(=O)C2CC(c3cccc(Br)c3)=NO2)cn1 (stereo not given) | 1 | 1
CNC(=O)CSc1cn(CC(=O)N(C(C)C)C(C)C)c2ccccc12 | -3 | 3
OCCOCCn1c(C2CCCN2c2nc(-c3ccc(F)cc3)cs2)nc2cc(C(F)(F)F)ccc21 (stereo not given) | 15 | -5
Cc1cc(Nc2ccc(O)cc2)n2c(nc3ccccc32)c1C#N | -3 | 5
CC(=O)Oc1ccccc1Cn1c(C)c(C(=O)NCc2ccc(Cl)c(Cl)c2)sc1=O | 25 | -21
Cn1c(SC2CCCCC2=O)nnc1-c1ccccc1F (stereo not given) | 4 | -7
C/C(=N/NS(=O)(=O)c1ccc(C)cc1C)c1ccc2c(c1)OCO2 | -16 | -1
Cc1cccc(-n2cc(C#N)c(=O)[nH]c2=O)n1 | 0 | 8
COc1ccc(C(=O)NCC(=O)NCC(=O)OCc2ccc(Br)cc2)cc1 | -12 | -3
O=C(NC(=S)Nc1ccccc1C(=O)O)c1cncc(Br)c1 | -3 | -2
Cc1ccc(-c2csc3ncn(Cc4ccc(C(=O)O)cc4)c(=O)c23)cc1C | -3 | 0
COCCNC(=O)C1(C)Cc2c(-c3ccc(NC(C)=O)cc3)ccnc2O1 (stereo not given) | 6 | 0
O=C(Nc1cnc2ccccc2c1)c1cccc(-n2cnnn2)c1 | 16 | 8
NC(=O)c1ccccc1OCC(=O)Nc1ccc2c(c1)CCC2 | -18 | 8
Cc1cc(C)cc(C(=O)NN2CCN(C)CC2)c1 | 0 | 5
O=C(c1ccc(C#CC2(O)CCCCC2)cc1)N1CCOCC1 | 2 | -8
Cc1ccc(OCC(=O)N(C)CC(=O)Nc2ccc(F)c(F)c2F)cc1 | 0 | -1
O=C(c1cc(=O)c2ccccc2o1)N1CCN(c2ccccc2F)CC1 | -24 | 2
CN(Cc1ccc(Cl)cc1Cl)C(=O)C1CC(=O)N(Cc2ccco2)C1 (stereo not given) | 7 | -15
CCOC(=O)C1=C(c2ccccc2)Nc2ncnn2C1c1ccccn1 (stereo not given) | -13 | 14
CCCc1cc(=O)[nH]c2nnc(SCC(=O)Nc3cc(C)on3)n12 | -8 | 6
CCOc1cc(/C=N\O)cc(Cl)c1OCC | 18 | -9
CCSC(=S)Nc1c(C)n(C)n(-c2ccccc2)c1=O | -5 | 1
CC(C)Sc1nc2sc(-c3ccccc3)cc2c(=O)n1N | 10 | 4
Cc1ccc(COC(=O)c2ccc3c(c2)C(=O)N(CCCN2CCOCC2)C3=O)cc1 | 27 | 1
CSc1ccc(C(O)c2ncc(-c3cccc(F)c3)[nH]2)cc1 (stereo not given) | -10 | -7
COC1OC(O)C(NC(=O)C(F)(F)F)CC1O (stereo not given) | -6 | 4
O=C(Nc1ccccc1)N1CCCC2CCCCC21 (stereo not given) | -2 | 5
CCOC(=O)c1nn(-c2cccc(Cl)c2)c2nc(CC(C)C)c(C#N)c(=O)n12 | 25 | 18
O=C1C(NS(=O)(=O)c2cccs2)=C(N2CCN(c3ccccc3)CC2)C(=O)c2ccccc21 | 32 | -7
CCCCN(C(=O)COC(=O)c1nc2nccc(C)n2n1)C1CCS(=O)(=O)C1 (stereo not given) | -10 | 6
Cc1cc2oc(=O)cc(CSc3nnc(C)n3N)c2cc1C(C)C | 1 | -1
O=S(=O)(c1ccc2ccccc2c1)N1CCNCC1 | 3 | 2
Cc1ccc(CC2CC(=O)N(c3cc(C)ccc3C)C2=O)cc1 (stereo not given) | 12 | -10
Cc1ccccc1OC1(C)CCN(Cc2ccc3ccccc3c2)C1 (stereo not given) | -11 | 18
COc1ccc(/C=C/C(=O)OCC(=O)NCc2ccco2)c(OC)c1 | -5 | -1
COc1cc(/C=C/C(=O)OC[C@H]2O[C@H](OC3(CO)OC(CO)C(O)C3O)[C@H](O)[C@@H](O)[C@@H]2O)ccc1O (stereo not given in full) | 1 | -1
O=C(CCC(F)(F)F)N1CCCC(CO)(CCc2ccccc2)C1 (stereo not given) | -9 | 2
O=C1CN(C(=O)COC(=O)C2CC(=O)N(Cc3ccco3)C2)c2ccccc2N1 (stereo not given) | 6 | 2
c1ccc(-c2csc(N3CCOCC3)n2)cc1 | 3 | -6
NC(=O)c1ccccc1-c1nc(-c2ccccc2)no1 | 8 | -6
CCOC(=O)c1c(NC(=O)CCCC(=O)O)sc2c1CCC2 | -5 | 3
O=C(CSc1nccn1Cc1ccc(F)cc1)NC1CCCC1 | 3 | 4
CC(=O)c1ccc(N2CCN(CC(=O)N(CC(C)C)c3c(N)n(CC(C)C)c(=O)[nH]c3=O)CC2)cc1 | -4 | 2
Cc1ccccc1NC(=O)NC1(C(=O)N2CCOCC2)CCCCC1 | 20 | -15
CN(C)C(CNC(=O)c1cc(S(=O)(=O)N2CCOCC2)ccc1Cl)c1cccs1 (stereo not given) | 0 | 6
COc1ccc(N(C(=O)c2cccnc2)S(=O)(=O)c2ccc3c(c2)n(C)c(=O)n3C)cc1 | -7 | -1
C#CCCCCCCCCC(=O)NCCCC | 6 | -11
Cc1ccc(NC(=O)c2nc[nH]c2C(=O)NCCCNC(=O)c2[nH]cnc2C(=O)Nc2ccc(C)cc2)cc1 | 47 | 8
CCOC(=O)[C@H]1[C@H]2COc3ccc(OC)cc3[C@@H]2N2C(=O)c3cc(OC)ccc3NC(=O)[C@@]12C | 12 | -22
N#C/C(=C\c1cccn1S(=O)(=O)c1ccccc1)S(=O)(=O)c1ccc(F)cc1 | -24 | 8
Cc1cc(C)c(C)c(S(=O)(=O)N2CCN(C(=O)c3ccncc3)CC2)c1C | -2 | -3
CC(=O)c1ccc(S(=O)(=O)Nc2ccc(C(=O)NC3CC3)cc2)cc1 | 5 | 1
CC(C)c1nc(NCCO)c2nnn(Cc3ccccc3)c2n1 | -7 | 7
CC1(c2cccc(Br)c2)NC(=O)N(CC(=O)NCC2CCCO2)C1=O (stereo not given) | 18 | -3
O=C(CSc1nncs1)NC(=O)NC1CCCC1 | 4 | 9
O=C(c1ccccc1)N1CCN(c2ccc([N+](=O)[O-])c(NCc3ccco3)c2)CC1 | 30 | -4
Cc1nc(C(=O)N2CCCC(C(=O)c3cccc(OC(C)C)c3)C2)cs1 (stereo not given) | -16 | 2
COc1ccc2c(C)cc3nncn3c2c1 | 22 | -1
Cc1ccc(C)c(N2CCN(S(=O)(=O)c3cccc4cccnc34)CC2)c1 | -13 | 1

Remaining list, next part
mol | H9c2 TAG inh | H9c2 TAG inh DAPI viability
CCOC(=O)c1cc2c(=O)n3ccccc3nc2n(CC2CCCO2)c1=NC(C)=O (stereo not given) | -1 | 65
O=C(Nc1ccccc1N1CCN(C(=O)c2ccccc2)CC1)c1cc(Br)ccc1Cl | 24 | -21
COc1nc(N(C)C)nc(N(OC)S(=O)(=O)c2ccccc2Cl)n1 | -19 | 21
CC(Cc1cccnc1)NC(=O)c1ccccc1OC1CCN(S(C)(=O)=O)CC1 (stereo not given) | -3 | 4
Cc1ccc2c(c1)[C@H]1[C@H](CO2)[C@H](c2ccccc2)[C@]2(C)C(=O)Nc3ccc(F)cc3C(=O)N12 | 23 | -14
Cc1nc(NC(=O)c2ccccc2)sc1-c1cc(C(=O)O)nn1Cc1ccccc1 | 3 | 1
O=C(CSc1nc2ccc(Cl)cc2[nH]1)c1cccs1 | -31 | -3
CN(C)/C=C/C(=O)Oc1ccc(Cl)cc1Cl | 17 | -16
CCC(C)(C)c1ccc(OCC(=O)Nc2ccncc2)cc1 | -23 | -3
O=C(O)c1ccc(N2C(=O)c3cccc(Oc4ccc(Cl)cc4)c3C2=O)cc1 | -2 | -3
CSCCC(NS(=O)(=O)c1ccccc1)C(=O)OC(C)C(=O)Nc1ccc(Cl)cn1 (stereo not given) | -1 | -3
Cc1nn(-c2cccc(Cl)c2)c2c1C(c1ccncc1)C(C#N)=C(N)O2 (stereo not given) | 2 | -6
O=C1c2cccc([N+](=O)[O-])c2C(=O)N1CCO | -6 | -8
Cc1cc2ccccc2cc1C(=O)c1ccccc1 | -11 | 0
O=C(Cc1ccccc1)Nc1ccccc1C(=O)O | 8 | -15
COc1ccccc1NC(=O)Nc1nc(CC(=O)NCc2ccccn2)cs1 | 0 | -10
CC1SCC(=O)N(CC(=O)NCc2ccccc2)C1=O (stereo not given) | -1 | -5
COc1ccc(NC(=O)c2ccc(CNc3c(NC4CCCCC4)c(=O)c3=O)cc2)c(OC)c1 | 3&16 | -2&-8
Cc1nc(NC(=O)c2ccccc2)sc1C1(C)CC(c2c(Cl)cccc2Cl)=NO1 (stereo not given) | 19 | -4
COc1cccc(-c2nc(CSCC(=O)NCC3CCCO3)c(C)o2)c1 (stereo not given) | 0 | 11
COc1cc2c(c(OC)c1OC)-c1ccc(SC)c(=O)cc1C(NC(=O)c1ccccc1)CC2 (stereo not given) | 27 | -14
COc1ccc(C(=O)n2nc(C)c(Br)c2C)cc1 | 2 | 2
Cc1ccsc1-c1nc(CSCC(=O)N2CCN(c3ccccc3)CC2)c(C)o1 | -9 | -5
O=C(CN1CCN(S(=O)(=O)c2ccccc2)CC1)NC1CC1 | -9 | -3
CC(=O)c1ccc(N2CCN(Cc3cc(=O)n4c(-c5ccccc5)csc4n3)CC2)cc1 | -12 | -3
CCOC(=O)CNC(=O)CSc1nnc(-c2ccccc2OC)n1CC | -18 | 7
COn1c(-c2ccccc2)nc2c1CCc1nonc1-2 | -6 | 15
COc1ccc(-c2sc3ccc(N4CCOCC4)cc3c2C#CC(C)(C)O)cc1 | 64* | -7.6*
Cn1c(CCc2ccccc2)nnc1SCC(=O)N1CCOCC1 | -2 | -15
Cc1nc2ccccn2c1C(=O)CSc1ccccc1 | -42 | 0
CN(C)S(=O)(=O)c1ccc(Cl)c(-c2nnc3n2CCCCC3)c1 | -10 | 2
COc1ccc(C)cc1S(=O)(=O)NC(C)c1cnn(-c2ccccn2)c1C (stereo not given) | 5 | -3
O=[N+]([O-])c1ccc(C=Nc2cccc3ccccc23)s1 | 5 | 16
CC(=O)c1cc(Cl)ccc1OCC(=O)Nc1cccc(S(=O)(=O)N2CCCC2)c1 | -27 | 4
CNC(=O)C(=O)Nc1ccc(C)cc1C | -11 | 15
CC(C)CNc1ncnc2c1ncn2[C@H]1CN(C2CCCC2)C[C@@H](CO)O1 | -1 | 10
CCC(CC)NC(=O)c1cccc([N+](=O)[O-])c1C | 5 | 0
Cc1ccc(-n2c(SCC(N)=O)nnc2-c2ccco2)cc1 | -12 | -3
CSCC[C@H](NC(=O)OC(C)(C)C)c1nnc(SCC(=O)Nc2ccc(C)cc2C)o1 | -7 | 5
COc1ccc(N2C(=O)CC(N(CCc3ccccc3)C(=O)c3ccccc3)C2=O)cc1 (stereo not given) | 7 | -13
C[C@H](CO)N1C[C@H](C)[C@@H](CN(C)Cc2ccc(Cl)c(Cl)c2)Oc2c(NC(=O)CCC(F)(F)F)cccc2C1=O | 17 | -2
CCNC(=O)C1(C)CCCN(C(=O)c2ccc3c(c2)C(C)(C)CCC3(C)C)C1 (stereo not given) | -15 | 6
CCN(C(=O)C1CCCN(c2nc(-c3ccc(OC)cc3)no2)C1)c1ccc(OC)cc1 (stereo not given) | -8 | -2
O=C1CC(=O)Nc2cc(S(=O)(=O)N3CCOc4ccccc43)ccc2N1 | -1 | 1
O=C(NCCCN1CCCC1=O)c1cc(S(=O)(=O)N2CCN(c3ccccc3)CC2)ccc1Cl | 5 | -2
O=C(CNC1C(=O)Nc2ccccc21)Sc1ccccc1 (stereo not given) | -10 | 4
CCOC(=O)C1CCCC12Nc1cccc3cccc(c13)N2 (stereo not given) | 14 | -12
CN(C)C(CNC(=S)Nc1ccccc1Cl)c1cccnc1 (stereo not given) | -18 | 6
Cc1cc(C)n(CC(C)Nc2nc3nonc3nc2N2CCCCC2)n1 (stereo not given) | -9 | 2
COc1cccc(C(=O)NCCS(=O)(=O)NCC2CCCO2)c1 (stereo not given) | -14 | 9

18 entries from above, set out differently:
Below each SMILES: H9c2 TAG inh	H9c2 TAG inh DAPI viability
COc1ccc(C)cc1S(=O)(=O)NC(C)c1cnn(-c2ccccn2)c1C (stereo not given)
    5	-3
O=[N+]([O-])c1ccc(C=Nc2cccc3ccccc23)s1
    5	16
CC(=O)c1cc(Cl)ccc1OCC(=O)Nc1cccc(S(=O)(=O)N2CCCC2)c1
    -27	4
CNC(=O)C(=O)Nc1ccc(C)cc1C
    -11	15
CC(C)CNc1ncnc2c1ncn2[C@H]1CN(C2CCCC2)C[C@@H](CO)O1
    -1	10
CCC(CC)NC(=O)c1cccc([N+](=O)[O-])c1C
    5	0
Cc1ccc(-n2c(SCC(N)=O)nnc2-c2ccco2)cc1
    -12	-3
CSCC[C@H](NC(=O)OC(C)(C)C)c1nnc(SCC(=O)Nc2ccc(C)cc2C)o1
    -7	5
COc1ccc(N2C(=O)CC(N(CCc3ccccc3)C(=O)c3ccccc3)C2=O)cc1 (stereo not given)
    7	-13
C[C@H](CO)N1C[C@H](C)[C@@H](CN(C)Cc2ccc(Cl)c(Cl)c2)Oc2c(NC(=O)CCC(F)(F)F)cccc2C1=O
    17	-2
CCNC(=O)C1(C)CCCN(C(=O)c2ccc3c(c2)C(C)(C)CCC3(C)C)C1 (stereo not given)
    -15	6
CCN(C(=O)C1CCCN(c2nc(-c3ccc(OC)cc3)no2)C1)c1ccc(OC)cc1 (stereo not given)
    -8	-2
O=C1CC(=O)Nc2cc(S(=O)(=O)N3CCOc4ccccc43)ccc2N1
    -1	1
O=C(NCCCN1CCCC1=O)c1cc(S(=O)(=O)N2CCN(c3ccccc3)CC2)ccc1Cl
    5	-2
O=C(CNC1C(=O)Nc2ccccc21)Sc1ccccc1 (stereo not given)
    -10	4
CCOC(=O)C1CCCC12Nc1cccc3cccc(c13)N2 (stereo not given)
    14	-12
CN(C)C(CNC(=S)Nc1ccccc1Cl)c1cccnc1 (stereo not given)
    -18	6
Cc1cc(C)n(CC(C)Nc2nc3nonc3nc2N2CCCCC2)n1 (stereo not given)
    -9	2

Not all compounds are listed; the hit share may differ from the screen's.
